From PubChem
GPR151 ag – human GPR151 activation. PathHunter beta-arrestin GPR151 cells, luminescence. AID 1508602. hit rate 1% among 650,000. activation, % at 11.2 µM. Q8TDV0; in the data active = activation above about 4.9%;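 also: 0% = median of compound wells and 100% = cells with positive control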
Target sequence (Q8TDV0 whole entry, looked up): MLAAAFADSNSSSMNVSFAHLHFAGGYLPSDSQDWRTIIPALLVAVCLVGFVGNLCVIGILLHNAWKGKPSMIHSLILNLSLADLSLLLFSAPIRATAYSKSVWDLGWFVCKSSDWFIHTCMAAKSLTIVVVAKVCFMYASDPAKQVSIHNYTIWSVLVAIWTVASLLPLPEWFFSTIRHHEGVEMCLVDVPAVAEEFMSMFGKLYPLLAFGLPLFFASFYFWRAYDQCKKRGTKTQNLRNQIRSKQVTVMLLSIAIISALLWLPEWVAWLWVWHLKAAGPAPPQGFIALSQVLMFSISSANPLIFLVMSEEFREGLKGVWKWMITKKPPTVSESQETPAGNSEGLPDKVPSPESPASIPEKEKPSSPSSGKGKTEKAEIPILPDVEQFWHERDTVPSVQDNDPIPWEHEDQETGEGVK
MITF primary – inhibitors of human MITF; O75030; AlphaScreen MITF homodimerization, bead proximity signal; inhibition, % at 2.6 µM; hit rate 0.91% among 650,000; in the data active = inhibition above about 50%;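 also: 0% = vehicle wells with protein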
Target sequence (O75030 whole entry, looked up): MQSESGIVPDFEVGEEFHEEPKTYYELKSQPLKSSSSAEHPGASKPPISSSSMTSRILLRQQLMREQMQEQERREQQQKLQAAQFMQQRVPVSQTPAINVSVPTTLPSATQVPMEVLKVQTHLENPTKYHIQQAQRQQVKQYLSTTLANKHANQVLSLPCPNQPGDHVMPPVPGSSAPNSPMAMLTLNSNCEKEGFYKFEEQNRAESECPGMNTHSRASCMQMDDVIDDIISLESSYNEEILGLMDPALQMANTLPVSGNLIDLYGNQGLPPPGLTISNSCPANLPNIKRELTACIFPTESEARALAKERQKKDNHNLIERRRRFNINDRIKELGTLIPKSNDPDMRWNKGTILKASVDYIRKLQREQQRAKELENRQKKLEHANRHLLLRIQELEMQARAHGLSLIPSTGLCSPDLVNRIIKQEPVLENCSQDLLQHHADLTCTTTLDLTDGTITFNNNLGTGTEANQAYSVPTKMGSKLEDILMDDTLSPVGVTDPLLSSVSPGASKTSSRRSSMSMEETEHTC
TEAD-YAP block – TEAD-YAP interaction inhibition | HEK-TIYL cells, TEAD-Gal4/YAP UAS-luciferase luminescence | inhibition, % at 9.12 µM | hit rate 1.4% among 640,000 | AID 1259422; in the data active = inhibition above about 32%;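 also: 0% = median of test compound wells and 100% = reference inhibitor wells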
FBW7 activator – activators of human E3 ligase FBW7; AlphaScreen FBW7–phospho-cyclin E peptide binding, activator screen; normalized activity (activation), % at 26.1 µM; Q969H0; hit rate 0.13% among 650,000; in the data active = normalized activity above about 1.9%;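 also: purified mutant Fbw7 with reduced substrate affinity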
* marks the source's active call; other numbers are inactive results; nt = not tested or not shown.

The first two records, to show the layout:
SMILES	GPR151 ag	MITF primary	TEAD-YAP block	FBW7 activator
COCCCNC(=O)/C(C#N)=C/c1c(Oc2ccccc2Cl)nc2ccccn2c1=O	-6.3	7.0	2.4	0.7
O=C(NC1CC1)c1ccc2nc(Nc3ccncn3)sc2c1	-0.8	22.9	-9.4	0.1

Main list, from the first entry:
SMILES	GPR151 ag	MITF primary	TEAD-YAP block	FBW7 activator
COCCCNC(=O)/C(C#N)=C/c1c(Oc2ccccc2Cl)nc2ccccn2c1=O	-6.3	7.0	2.4	0.7
O=C(NC1CC1)c1ccc2nc(Nc3ccncn3)sc2c1	-0.8	22.9	-9.4	0.1
Cc1nc(Oc2cccc(NC(=O)COc3ccc(Cl)cc3Cl)c2)c(C#N)c(C)c1Cl	1.4	-4.8	-6.1	0.0
CC1=C(C(=O)Nc2cccc(C)n2)C(c2cccc(Br)c2)C2=C(CC(C)(C)CC2=O)N1 (stereo unspecified)	0.5	4.4	-4.0	0.0
CCc1ccc(C(=O)COC(=O)C(Cc2ccccc2)NC(=O)c2ccco2)cc1 (stereo unspecified)	-2.3	-4.0	0.2	0.2
Cc1cc(Nc2ccc(C)c(C)c2)n2cnnc2n1	-1.4	10.9	4.9	0.1
O=c1n(Cc2ccccc2)nc2n1-c1ccccc1SC2	0.2	8.5	-15.6	0.2
CC1=C(C(=O)OCCOc2ccccc2)C(c2ccc(Cl)c([N+](=O)[O-])c2)C2=C(CC(C)(C)CC2=O)N1 (stereo unspecified)	-1.4	13.8	4.9	0.0
CCCNC(=O)Cc1cn(-c2ccc(Nc3ccnn3C)nn2)c2ccccc12	-1.0	5.2	-1.2	0.0
CCCn1c(N/N=C(/C)c2ccc(Cl)cc2)nc2c1c(=O)[nH]c(=O)n2C	-0.4	-6.7	-14.8	0.5
CCc1[nH]nc2c1C(c1ccc(F)cc1)C(C#N)=C(N)O2 (stereo unspecified)	1.6	-6.1	5.8	0.2
CCn1nnc(NC(=O)c2ccc(C)cc2Cl)n1	-1.8	-3.5	31.5	0.3
CC(=O)Nc1ccc(N/C=C(/C#N)c2nc(-c3cc4ccccc4oc3=O)cs2)cc1	0.0	2.5	2.7	0.9
O=C(NC1CC1)C1CCCN1S(=O)(=O)c1ccc2ccccc2c1 (stereo unspecified)	0.4	10.0	10.8	0.1
COc1ccc(-c2cc(CCCC(=O)NCCC(C)C)no2)cc1	0.3	-3.3	-17.5	-0.1
N#Cc1c(-c2ccc(Cl)cc2)cc(-c2cccs2)nc1SCc1ccccc1F	-0.7	-9.0	1.5	-0.2
COC(=O)c1ccc(S(=O)(=O)N2CC(c3nc4ccccc4[nH]3)C2)cc1	0.5	2.3	-1.0	-0.5
O=C(Nc1cc(Cl)ccc1O)c1cnn2c(C(F)(F)F)cc(-c3cccs3)nc12	2.9	11.6	-6.4	0.4
COc1ccc2c(c1)SC(C)C(=O)N2Cc1ccc(S(C)(=O)=O)cc1 (stereo unspecified)	-0.5	14.7	-6.8	-0.1
N#Cc1c(SCC(=O)c2ccc(Cl)cc2)nc(-c2ccccc2)c2c1CCCC2	0.9	-2.5	1.4	-0.1
COc1ccc(S(=O)(=O)N2CCOC2CNC(=O)C(=O)NCc2ccco2)cc1C (stereo unspecified)	3.2	1.4	-4.4	0.1
COCCn1c(SCC(=O)c2ccccc2)nc2c(c1=O)SC(C)C2 (stereo unspecified)	0.7	13.7	-0.6	-0.1
CCOCCCN1CC2=C(C1=O)C(c1ccc(F)c(F)c1)NC(=O)N2 (stereo unspecified)	0.0	19.1	0.8	0.4
COc1ccc(C2CC(=O)C3=C(C2)NC(C)=C(C(=O)OC2CCCC2)C3c2cc(OC)ccc2OC)cc1 (stereo unspecified)	0.0	-10.8	-5.8	0.0
O=C(CCC(=O)Nc1ccc(F)cc1)N/N=C/c1ccccc1F	0.1	-3.5	5.9	-0.1
O=[N+]([O-])c1ccc(S(=O)(=O)NCCCCl)cc1	1.9	5.6	6.0	-0.1
CCOC(=O)c1c(C)[nH]c(C(=O)COC(=O)CCS(=O)(=O)c2ccc(C)cc2)c1C	-1.4	17.7	2.9	0.2
COc1ccc(C(=O)NCCCN(C)C)cc1OC	-0.5	14.4	9.4	0.0
CCN(CC)c1ccc(NC(=O)Nc2ccccc2)cc1	-5.3	19.8	-18.3	-0.1
COc1cccc(C(=O)N2CCN(c3nc4nonc4nc3N3CCCC3)CC2)c1	-0.6	1.4	-6.2	0.0

A draw from above in order of SMILES length, largest number first:
SMILES	GPR151 ag	MITF primary	TEAD-YAP block	FBW7 activator
COC(=O)c1ccc(S(=O)(=O)N2CC(c3nc4ccccc4[nH]3)C2)cc1	0.5	2.3	-1.0	-0.5
N#Cc1c(SCC(=O)c2ccc(Cl)cc2)nc(-c2ccccc2)c2c1CCCC2	0.9	-2.5	1.4	-0.1
N#Cc1c(-c2ccc(Cl)cc2)cc(-c2cccs2)nc1SCc1ccccc1F	-0.7	-9.0	1.5	-0.2
O=C(CCC(=O)Nc1ccc(F)cc1)N/N=C/c1ccccc1F	0.1	-3.5	5.9	-0.1
O=[N+]([O-])c1ccc(S(=O)(=O)NCCCCl)cc1	1.9	5.6	6.0	-0.1

Remaining list, next part.
SMILES	GPR151 ag	MITF primary	TEAD-YAP block	FBW7 activator
COc1ccccc1Nc1nc2ccccc2[nH]1	1.2	-8.9	-42.8	-0.1
Cc1cc(C)c(C#N)c(SC2CCCCC2=O)n1 (stereo unspecified)	1.2	-0.1	2.0	-0.1
Cc1ccc(C)c(NC(=O)c2cc(S(=O)(=O)N3CCN(c4cccc(Cl)c4)CC3)ccc2F)c1	4.0	19.3	20.7	0.2
CC(=O)c1cccc(NC(=O)c2nn(Cc3ccccc3)c(=O)c3ccccc23)c1	0.2	0.6	-8.2	-0.1
CN(C)CCNC(=S)Nn1cnc2scc(-c3ccccc3)c2c1=O	4.8	-0.8	-11.2	-0.1
CC1=Nc2ccccc2/C1=C/c1nc(-c2ccc(C)s2)oc1O	0.2	11.9	-5.9	-0.1
Cc1ccc2c(c1)-c1c(cnn1CC(=O)NCc1ccco1)CO2	-0.6	12.5	3.1	0.0
CCOc1cc(/C=N/O)cc([N+](=O)[O-])c1O	1.8	-2.0	-2.8	-0.2
COc1cccc2cc(C(=O)Oc3ccc(NC(C)=O)cc3)c(=O)oc12	0.5	12.5	7.8	-0.3
CC(C)OC(=O)CSc1nc2c(c(-c3ccc(O)cc3)c1C#N)CCCC2	0.7	3.5	47.8*	0.1
COC(=O)c1nc2ccc(OC)cc2s1	-1.3	19.6	-2.7	0.7
CCC(Sc1ncnc2c1sc1ccccc12)C(=O)Nc1cccc(C)c1 (stereo unspecified)	0.3	-2.5	-9.5	-0.1
N/C(=N\OC(=O)COc1ccc(Cl)cc1Cl)c1ccc([N+](=O)[O-])cc1	0.5	7.3	-3.2	0.1
COc1ccc(C(=O)Nc2c(N)nc(SCC(=O)NC3CCCC3)[nH]c2=O)cc1	-1.3	6.4	5.9	0.1
CSCC(C)N1CCC(n2nccc2NC(=O)Cc2ccccc2)CC1 (stereo unspecified)	-0.3	-0.2	-7.3	0.1
COc1ccc(C(=O)NC(Cc2ccc(OC(=O)c3ccc(OC)cc3)cc2)C(=O)O)cc1 (stereo unspecified)	-0.5	-7.1	5.0	-0.1
Cc1[nH]n(-c2ccccc2)c(=O)c1/C=N/NC(=O)Cc1ccc([N+](=O)[O-])cc1	0.0	-5.5	4.6	-0.3
COc1cccc(COC(=O)c2nnn(-c3ccc(Br)cc3)c2C)c1	0.5	7.0	6.3	0.4
CCOC(=O)CN1C(=O)C(O)(CC(=O)c2ccco2)c2ccccc21 (stereo unspecified)	1.7	16.4	-8.1	0.8
CCN(CC)S(=O)(=O)c1ccc(C(=O)Nc2nc3ccc(C)cc3s2)cc1	-0.1	-5.4	-10.3	-0.1
Cc1ccc(NC(=O)/C(C#N)=C/c2ccccc2O)cc1	1.6	-15.5	49.2*	0.0
Cc1ccc(C(=O)N2CCCC(C(=O)Nc3cccc(-c4ccc(F)cc4)c3)C2)cn1 (stereo unspecified)	-0.3	-10.3	5.4	0.0
CCOC(=O)N1CCN(c2c(NCCc3ccc(OCC)c(OCC)c3)c(=O)c2=O)CC1	-0.6	0.6	-2.5	0.0
CC(C)NC(=O)c1cc(-c2cccc(Cl)c2)on1	-0.7	3.4	-50.9	0.0
COc1ccc(CNC(=O)c2c(O)c3cc(OC)c(OC)cc3[nH]c2=O)cc1	-0.8	-1.0	-3.3	-0.2
O=C(CN1CCc2ccccc2C1)Nc1ccc(N2CCCCC2)cc1	0.0	2.0	-34.9	1.1
CCOC(=O)N1CCC(N2C(=O)c3ccc(C(=O)Nc4cccc(F)c4)cc3C2=O)CC1	0.3	6.6	2.1	0.4
CCCCC/C=C\C[C@H](O)[C@@H](O)CCCCCCCC(=O)O	-1.4	12.8	nt	nt
O=C(Nc1ccccc1C(=O)Nc1ccc(Br)cc1)c1ccccc1F	0.4	-8.2	-7.2	-0.1
COc1cccc(C(=O)Nc2ccc(OC(C)C)cc2)c1	-9.6	7.8	74.8*	-0.1
Cc1nn2c(=O)cc(CSc3nnc(N)s3)nc2s1	-0.5	0.8	4.7	-0.1
COc1cc(/C=C/C(=O)O)cc(S(=O)(=O)N(CC(C)C)CC(C)C)c1OC	1.2	-1.1	-3.9	0.0
O=C(COc1ccc(F)cc1)Nc1nn2c(-c3ccco3)nnc2s1	-1.7	0.1	-12.1	0.2
CC1Cc2ccccc2N1CC(=O)NCC12CC3CC(CC(C3)C1)C2 (stereo unspecified)	-1.4	10.3	-3.1	0.0
O=C(CNCc1ccco1)N1CCN(C(=O)CNCc2ccco2)CC1	-0.5	22.4	-6.5	0.1
COc1ccc(-c2csc(NC(=O)c3ccc(S(=O)(=O)N4CCCCC4)cc3)n2)cc1	-1.0	1.0	-3.6	0.0
COc1cccc(CSc2nc(C)c(CC(=O)N3CCCc4ccccc43)c(=O)[nH]2)c1	-1.4	12.9	-4.6	0.5
Cc1cc2nc(-c3cc(NC(=O)c4sc5ccccc5c4Cl)ccc3O)oc2cc1C	-0.3	1.1	4.1	0.2
O=C(Nc1ccc2c(c1)C(=O)N(CC1CCCO1)C2=O)c1cccc(Br)c1 (stereo unspecified)	-0.3	-2.5	-19.7	0.1
O=C(Nc1ccc(-n2cc(-c3cnccn3)cn2)cc1)Nc1ccccc1C(F)(F)F	-1.7	15.0	9.6	-0.1
COc1ccc(OC)c(NC(=O)CNC(=O)c2ccc(OC)c(OC)c2)c1	-0.1	-5.9	2.8	0.0
Cc1cc(C)nc(N/N=C/c2ccc(OCc3ccccc3)cc2)n1	-2.7	-8.0	-3.0	-0.3
COC(=O)c1ccc(Nc2ncnc3ccc(Br)cc23)cc1	-0.8	-11.1	-0.8	-0.2
CCOc1ccc(C(=O)Nc2ccc(-c3nc4ncccc4o3)cc2)cc1Cl	-1.0	12.8	0.3	0.4
Cc1nnc2ccc(SCC(=O)N(C)CCC3CCCCO3)nn12 (stereo unspecified)	1.0	-2.1	-0.4	0.1
COC(=O)c1ccccc1NC(=O)/C=C/c1cc(Br)ccc1OC	1.3	19.6	6.7	0.2
CCOC(=O)c1nnn(-c2nonc2N)c1CN1C(=O)c2ccccc2C1=O	-1.2	4.7	-8.0	-0.3
COc1cccc2sc(=NC(=O)c3ccccc3S(C)(=O)=O)n(C)c12	2.4	-10.1	-2.5	0.1
CNC(=O)c1cc2cc(Cc3ccccc3)cc([N+](=O)[O-])c2oc1=O	-0.2	7.0	4.0	0.0
CC(=O)c1ccc(NC(=O)/C(=C/c2cccc([N+](=O)[O-])c2)NC(=O)c2ccc(C)cc2)cc1	2.2	14.4	4.6	-0.1
COc1ccc(S(=O)(=O)N(CCCC(=O)O)Cc2cccnc2)cc1	-1.3	16.2	-6.5	0.3
COc1ccc(Nc2cc(C(=O)NCc3cccnc3)c3ccccc3n2)cc1	1.0	-8.0	10.8	-0.1
Cc1cccc(NC(=O)CSc2nc3c(cc2C#N)CCCCC3)c1	0.6	-42.3	-35.9	0.1
CCc1ccc(S(=O)(=O)N(C(=O)Oc2ccccc2)c2ccc3oc(C)c(C(=O)OC)c3c2)cc1	-1.1	9.2	-7.5	0.1
COC(=O)COc1ccc(S(=O)(=O)Nc2ccc(C(N)=O)cc2)cc1Cl	0.3	7.8	6.3	0.1
Cc1nnc(Nc2ccc(C(=O)N3CCOCC3)cc2)c2ccccc12	3.0	3.5	3.4	0.0
CN(C(=O)c1ccn(C)n1)C(Cc1ccccc1)C1CCN(C(=O)CCc2ccco2)CC1 (stereo unspecified)	0.9	2.1	-1.0	0.0
Cc1c(Br)c([N+](=O)[O-])nn1CC(=O)NC(C)C	-0.5	-1.4	-5.4	0.1
COc1cc(OC)c(NC(=O)c2sc3nc(C)n(C)c(=O)c3c2C)cc1Cl	-0.5	-15.7	-4.9	-0.1
C=CCNc1cc(-c2ccncc2)nc(-c2ccccn2)n1	-1.8	10.7	8.6	-0.9
Further entries:
SMILES	GPR151 ag	MITF primary	TEAD-YAP block	FBW7 activator
c1ccc2c(c1)OCC(c1nc3ccc(-c4cnc5ncccc5c4)cc3[nH]1)O2 (stereo unspecified)	-0.5	7.6	-13.1	0.4
Cc1cccc(C(=O)n2cc(Br)cn2)c1	-1.1	5.0	-6.1	0.2
Cc1csc(SCC(=O)NCC2Cc3cc(-c4cncnc4)ccc3O2)n1 (stereo unspecified)	0.6	8.8	-1.5	0.0
CC(Oc1ccc(C#N)cc1)C(=O)NNC(=O)c1ccc(C(F)(F)F)cc1 (stereo unspecified)	-1.2	-3.3	-0.3	0.6
O=C(NCCN1CCOCC1)c1cccc(-n2ncc3cc(-c4ccccc4)ccc32)c1	0.6	14.7	-0.3	0.1
Clc1ccc(-n2ncc3c2ncn2nc(-c4ccccc4)nc32)cc1	1.7	-3.0	-0.4	0.1
Cn1c2c(c(=O)n(C)c1=O)C(c1ccc(F)cc1)C1=C(CC(C)(C)CC1=O)N2 (stereo unspecified)	-0.4	2.9	10.2	-0.1
